# RXFP1 antagonist – qHTS Assay for Antagonists of the Relaxin Receptor RXFP1; AID 1259400, 2018; HEK293-RXFP1, relaxin-stimulated cAMP HTRF, 30 min; hits give low values; actives 0.59% (n = 350,000); activity change, negative = inhibition, % at 57.5 µM; Relaxin receptor 1 (Homo sapiens), Q9HBX9;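 active = activity change of -60% or lower, but not beyond a set lower limit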; note: % is set by controls: 0 for no effect and ±100 for the full control effect
# Target sequence (Q9HBX9 whole entry, looked up): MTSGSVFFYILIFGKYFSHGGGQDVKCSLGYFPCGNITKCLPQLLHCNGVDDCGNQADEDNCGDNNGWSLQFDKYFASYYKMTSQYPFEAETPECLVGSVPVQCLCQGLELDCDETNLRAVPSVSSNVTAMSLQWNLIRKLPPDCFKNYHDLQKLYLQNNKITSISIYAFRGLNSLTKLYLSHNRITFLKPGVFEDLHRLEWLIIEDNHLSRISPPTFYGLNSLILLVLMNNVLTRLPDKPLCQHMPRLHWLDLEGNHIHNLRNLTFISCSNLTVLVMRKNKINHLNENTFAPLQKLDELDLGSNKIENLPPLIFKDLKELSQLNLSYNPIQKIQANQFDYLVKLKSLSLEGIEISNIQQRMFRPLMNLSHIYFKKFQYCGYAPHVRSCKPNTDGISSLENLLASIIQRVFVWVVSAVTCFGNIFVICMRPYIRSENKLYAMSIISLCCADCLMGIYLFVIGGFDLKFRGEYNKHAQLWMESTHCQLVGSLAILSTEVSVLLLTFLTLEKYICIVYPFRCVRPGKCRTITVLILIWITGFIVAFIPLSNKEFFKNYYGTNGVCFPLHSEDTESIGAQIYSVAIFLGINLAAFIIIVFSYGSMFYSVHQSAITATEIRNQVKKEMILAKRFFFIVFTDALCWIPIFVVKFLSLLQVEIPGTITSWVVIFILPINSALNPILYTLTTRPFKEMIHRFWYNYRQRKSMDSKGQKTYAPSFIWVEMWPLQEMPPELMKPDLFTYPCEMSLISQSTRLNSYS
# TRHR enhancer – qHTS for Small Molecule Agonists and Allosteric Enhancers of Human TRH Receptor: Primary Screen for Enhancers; TRHR cells, fluo-8 calcium fluorescence, EC20 TRH enhancement; actives 0.66% (n = 360,000); enhancement, % at 2 µM; AID 493056, 2011; Thyrotropin-releasing hormone receptor (Homo sapiens), P34981; in the data active = enhancement above about 30%; note: 0% is about no effect
#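 TRHR-expressing cells loaded with fluo-8 calcium dye were read kinetically (ex 480/em 530) during compound addition, then stimulated with an EC20 of TRH (10 nM final). Enhancement of the Gq-mediated intracellular calcium response was scored.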
# D2 antag – HTS Assay for Allosteric Antagonists of the Human D2 Dopamine Receptor: Primary Screen for Antagonists; inhibition, % at 10 µM; actives 2% (n = 340,000); HEK293 TREx D2 cells, calcium flux, dopamine EC80; in the data active = inhibition above about 30%; note: 0% is about no effect
#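 Compounds are added to dye-loaded, induced HEK293 T-REx cells coupled to calcium release via D2; after a 3 min kinetic read an EC80 dopamine stimulus is given and fluorescence is recorded for 3 more min.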
# D1 antag – Antagonist of Human D 1 Dopamine Receptor: qHTS; HEK293 TREx D1 cells, calcium flux, dopamine EC80; hits give low values; D(1A) dopamine receptor (Homo sapiens), P21728; AID 504652, 2011; actives 3.2% (n = 360,000); activity change, negative = inhibition, % at 10 µM; in the data active = activity change below about -30%; note: % is set by controls: 0 for no effect and ±100 for the full control effect
#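 Tetracycline-induced HEK293 T-REx cells with force-coupled D1 receptor were loaded with a no-wash calcium dye. Compound was added after a 10 s baseline and read kinetically for 180 s; EC80 dopamine was then added and calcium flux followed another 180 s.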
# D2 ag – HTS Assay for Allosteric Agonists of the Human D2 Dopamine Receptor: Primary Screen for Agonists. HEK293 T-REx D2 cells, calcium flux agonist mode. activation, % at 2 µM. actives 0.53% (n = 340,000). D(2) dopamine receptor (Homo sapiens), P14416;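 active = activation over 3 SD above normal in the single-dose calcium agonist read, cut at about 30% in these data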; note: 0% is about no effect
#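 Tetracycline-induced HEK293 Trex cells with D2 receptor force-coupled to calcium signaling, plated overnight at 30 C and loaded with no-wash calcium dye. Calcium flux read kinetically for 180 s after compound addition; responses flag agonists.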
# D2 PAM – HTS Assay for Positive Allosteric Modulators of the Human D2 Dopamine Receptor: Primary Screen for Potentiators | D(2) dopamine receptor (Homo sapiens), P14416 | HEK293 T-REx D2, calcium flux, EC20 dopamine potentiation | potentiation, % at 10 µM | actives 0.34% (n = 340,000);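 active = potentiation over 3 SD above the plate norm, cut at about 30% in these data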; note: 0% is about no effect
#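 Tetracycline-induced HEK293 T-REx cells force-coupled to calcium signalling expressed D2; compounds were pin-added after a 10 s baseline, read kinetically 180 s, then an EC20 dopamine challenge followed with a further 180 s calcium read.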
# TRHR agonist – qHTS for Small Molecule Agonists and Allosteric Enhancers of Human TRH Receptor: Primary Screen for Agonists | Thyrotropin-releasing hormone receptor (Homo sapiens), P34981 | TRHR cells, calcium flux fluo-8, FDSS agonist mode | activation, % at 2 µM | actives 0.18% (n = 360,000); note: 0% is about no effect
#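 Agonist-mode FDSS calcium read (Ex 480/Em 530, 1 s cycles) in 1536-well TRHR cells with fluo-8 dye, after 10-cycle baseline and 23 nL compound addition; TRH at EC20 (10 nM final) added afterwards for the enhancer phase.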
# D1 PAM – Potentiators of Human D1 Dopamine Receptor: qHTS | potentiation, % at 10 µM | AID 504651, 2011 | actives 0.036% (n = 360,000) | HEK293 TREx D1 cells, calcium flux, dopamine EC20 potentiation | D(1A) dopamine receptor (Homo sapiens), P21728; in the data active = potentiation above about 30%; note: 0% is about no effect
# D1 ag – Allosteric Agonists of the Human D1 Dopamine Receptor: qHTS | D(1A) dopamine receptor (Homo sapiens), P21728 | HEK293 T-REx D1 cells, calcium flux, agonist mode | activation, % at 2 µM | actives 1% (n = 360,000) | AID 504660, 2011; note: 0% is about no effect
#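 Agonism was scored from calcium flux recorded over 180 s (1 read/s) after pintool compound addition, following a 10-cycle baseline. Cells were inducible force-coupled HEK293 TREx D1, plated overnight at 30 C and loaded with no-wash calcium dye.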
# Active calls of the source: *; x = not tested or not shown; & = joins results of further samples; ! = not active in a repeat. Cut-off read from the data, not from the text of the source, unless noted: active = activation above about 30%; inactive = the rest.
SMILES,RXFP1 antagonist,TRHR enhancer,D2 antag,D1 antag,D2 ag,D2 PAM,TRHR agonist,D1 PAM,D1 ag
O=CN1CCN(S(=O)(=O)c2ccc(S(=O)(=O)NC3CCCCC3)cc2)CC1,-15,5,x,-8,x,-2,1.2,-7,1
Cc1c(/C=N/NC(=O)COc2ccccc2[N+](=O)[O-])c2ccccc2n1C,17,-7,-1,7,0.2,7,-0.7,0,0
CCOC(=O)c1c(C)[nH]c(C)c1S(=O)(=O)N1CCCC(C(=O)N2CCN(c3ccccc3F)CC2)C1 (configuration not stated),5,1,x,-18,0.9,-9,-0.9,4,1
CC(=O)NC1=NN(C(C)=O)C(c2ccccn2)S1 (configuration not stated),-2,-5,-16,1,-0.4,-12,0.8,3,3
O=[N+]([O-])c1ccc(N/N=C/c2cccc(O)c2O)cc1,-28,2,21,-17,0.0,-7,5.4,1,8
Cc1sc(NC(=O)C2CCCCC2C(=O)O)c(C(N)=O)c1-c1ccccc1 (configuration not stated),9,4,7,8,0.9,16,0.1,4,3
COc1ccc(Cn2c(=O)c3cccnc3n(Cc3cccc(F)c3)c2=O)cc1,x,-3,x,-16,0.4,x,0.3,-6,7
Cc1ncc(S(=O)(=O)c2ccccc2)c(-c2ccc(Cl)cc2Cl)n1,-15,2,4,3,-0.1,-9,-0.5,0,0
CCCCCc1cc(=O)oc2c(C(CCN3CCCCC3)c3cc(OC)c(OC)c(OC)c3)c(OC)cc(OC)c12 (configuration not stated),x,6,11,15,0.2,-8,2.9,2,18
CCOC(=O)CSc1nc2cc(S(=O)(=O)N3CCOCC3)ccc2n1CC,-3,-4,2,4,-1.9,-5,-0.1,-5,2
Cc1ccccc1N1CCN(S(=O)(=O)c2nnc(NC(=O)c3ccc(F)cc3)s2)CC1,-15,4,-5,-9,0.4,9,0.4,4,6
Cc1cnc(NC2=NCCC2)s1,-35,-3,4,-3,9.9,-9,1.0,-9,4
CC1OC(OC2C(OC3C(O[C@H]4CC[C@]5(C)C6C=C[C@]78OC[C@@]9(CC[C@@H](C)[C@H](C)C97)[C@H](O)C[C@@]8(C)[C@]6(C)CC[C@H]5C4(C)C)OC(C)C(O)C3O)OC(CO)C(O)C2O)C(O)C(O)C1O (some centres not stated),x,-17,32*,35,43*,-14,59*,16,394*
CC1(C)Cc2ccccc2-c2n[nH]c(=S)n21,-15,19,-31,-13,-0.5,8,-0.2,-5,0
O=[N+]([O-])c1ccc2nc(-c3ccccc3)oc2c1,-10,0,7,1,1.2,-7,-0.1,8,2
CCC(=O)N/N=C(\C)CC(=O)Nc1ccc2c(c1)OCCO2,-5,-1,8,-10,-0.3,10,0.2,-4,9
CC(C)C(NC(=O)C1CCCCC1)C(=O)Nc1ccncc1 (configuration not stated),-5,11,x,18,x,x,0.0,-3,1
Cc1ccc(Cn2nnc3c(=O)[nH]c(C4CCN(C(=O)Cc5cccs5)CC4)nc32)cc1,-3,0,x,-20,x,-5,0.1,-3,-1
Cc1ccccc1-c1noc(C(C)NC(=O)c2ccco2)n1 (configuration not stated),-10,3&4,-7,-40*!,-0.1,-3,-0.1&-2.1,0&-1,3&0
CCc1cc(SC#N)ccc1N,-25,5,x,5,x,x,-0.1,-3,0
CCOc1ccc(S(=O)(=O)N2CCCCC2)cc1NC(=O)CN1C(=O)NC(C)(c2ccc(C)cc2)C1=O (configuration not stated),-17,-11,-5,13,-0.4,-3,0.2,-7,6
CCOC(=O)/C=c1\sc2n(c1=O)CCN=2,3,17,-12,0,0.2,-9,0.7,4,4
O=C(c1cc(-c2ccco2)on1)N1CCN(c2ccccc2)CC1,1,12,0,3,45*,-14,0.5,-1,-2
Cc1ccc(SCc2cc(=O)[nH]c(/N=C(\N)Nc3cccc4ccccc34)n2)cc1,-3,0,7,5,0.7,11,0.0,0,3
N/C(Cc1ccc([N+](=O)[O-])cc1)=N\OC(=O)C1CCCCC1,5,9,2,-12,-0.1,18,-0.4,5,3
COc1ccccc1NC(=O)c1cnc2c(-c3ccccc3)c(C)nn2c1C,0,-2,9,9,-0.1,9,-1.8,-6,3
Cn1c(=O)n(C)c2cc(NC(=O)COc3ccc(Cl)cc3)ccc21,-13,0,-6,-33*,0.3,-9,-0.3,-6,18
Cc1nc(CN(C)C(=O)C2CCC(=O)N(CCc3cccc(F)c3)C2)cs1 (configuration not stated),2,1,-1,0,-0.8,3,0.2,-8,4
CCN(CCCNC(=O)COc1cc(=O)n(CC)c2ccccc12)Cc1ccccc1,-6,-1,11,-10,-0.3,-16,-0.3,-6,-3
Cc1ccc(Cl)cc1-n1ncc2c(N3CCCCCC3)ncnc21,-30,11,x,-15,0.7,-3,-0.7,1,-1

# An excerpt of these results, with two lines to a compound:
# Screens in order – RXFP1 antagonist, TRHR enhancer, D2 antag, D1 antag, D2 ag, D2 PAM, TRHR agonist, D1 PAM, D1 ag
- CCOc1ccc(S(=O)(=O)N2CCCCC2)cc1NC(=O)CN1C(=O)NC(C)(c2ccc(C)cc2)C1=O (configuration not stated)
→ -17, -11, -5, 13, -0.4, -3, 0.2, -7, 6
- CCOC(=O)/C=c1\sc2n(c1=O)CCN=2
→ 3, 17, -12, 0, 0.2, -9, 0.7, 4, 4
- O=C(c1cc(-c2ccco2)on1)N1CCN(c2ccccc2)CC1
→ 1, 12, 0, 3, 45*, -14, 0.5, -1, -2
- Cc1ccc(SCc2cc(=O)[nH]c(/N=C(\N)Nc3cccc4ccccc34)n2)cc1
→ -3, 0, 7, 5, 0.7, 11, 0.0, 0, 3
- N/C(Cc1ccc([N+](=O)[O-])cc1)=N\OC(=O)C1CCCCC1
→ 5, 9, 2, -12, -0.1, 18, -0.4, 5, 3

# Next part:
SMILES,RXFP1 antagonist,TRHR enhancer,D2 antag,D1 antag,D2 ag,D2 PAM,TRHR agonist,D1 PAM,D1 ag
CC(C(=O)NCCc1nc2ccccc2[nH]1)n1cc([N+](=O)[O-])cn1 (configuration not stated),7,2,-7,12,-0.5,-1,0.6,-2,1
O=C(CSc1nc2ccsc2c(=O)n1NC(=O)c1ccccc1)Nc1nccs1,-12,-9,19,-8,-1.6,-1,-0.4,0,3
Cc1nnsc1C(=O)Nc1cccc(Cl)c1Cl,-8,-5,15,-12,-1.4,4,-0.7,-4,1
Clc1ccc(Cc2nc(-c3ccncc3)no2)cc1,6,-2,19,-36*,-0.1,10,-1.0,1,11
Cc1ccc(-n2c(=O)[nH]cc(C(=O)Nc3ccc4c(c3)OCO4)c2=O)cc1C,x,1,7,-3,0.2,-7,0.8,-8,3
CC(=O)c1sc(NC(=O)CS(=O)(=O)c2ccccc2)nc1-c1ccccc1,-16,-6,1,0,0.3,6,0.0,6,0
C#CCOc1ccc(Cl)cc1/C=C1/C(=O)ON=C1C,-16,3,x,-1,x,x,0.3,-3,2
O=[N+]([O-])c1ccccc1S(=O)(=O)Nc1nc2ccccc2s1,-11,2,-26,5,0.8,0,-0.4,8,5
CCn1c(SCC(=O)c2ccc(O)c(O)c2)nnc1-c1ccc(C)cc1,-11,-13,-3,-10,-0.7,11,0.1,-6,1
CCCN(CCC)CCCNC(=O)C1c2cc(OC)c(OC)cc2C(=O)N(C)C1c1cccs1 (configuration not stated),-12,-11,15,-2,1.5,-5,0.8,-4,1
Cc1cc(C)nc(Oc2ccc(Br)cc2)n1,6,-3,-2,-3,-0.5,15,-0.3,-4,1
CN1C(C(=O)Nc2cccc(O)c2)=CC(c2cccs2)=NS1(=O)=O,1&-13,-2&-5,-10,-1&-5,-0.7&4.5,-6&1,0.3&-0.2,-2&-2,2&3
CC(=O)NC(CCCN1C(=O)c2ccccc2C1=O)c1nnn(C)n1 (configuration not stated),8,-4,5,-11,1.7,0,0.1,-7,0
N#Cc1ccc(C2=CC(=O)C[C@H](c3ccc(F)cc3)C2)cc1,x,-4,-11,x,0.4,8,-1.1,-2,-2
CC(=O)c1ccc(OCCCC(=O)Nc2cccc(S(=O)(=O)N3CCCCC3)c2)cc1,-14,0,-36,-18,0.0,-2,0.1,-5,5
CCOC(=O)c1ccc(NC(=O)CN2C(=O)NC3(CCCCCCC3)C2=O)cc1,-2,6,38*,0,-0.1,14,1.5,-1,1
Cc1cc(Cc2ccc(N)c(C)c2)ccc1N,-7,4,-12,5,1.1,-1,0.4,-4,1
Cn1c(SCc2cccnc2)nc2c(c1=O)SCC2,-14,-1,-2,4,-0.3,3,-1.7,4,4
O=S(=O)(c1ccccc1)N(CC1CO1)c1ccccc1 (configuration not stated),-9,0,6,-6,0.2,5,0.2,2,2
Cc1nc(Nc2ccccc2C(F)(F)F)sc1C(=O)N(C)C,-1,-1,7,-17,3.7,3,-0.1,-7,1
COc1cccc(NC(=S)NC(=O)/C=C/c2ccco2)c1,-12,0,-2,8,-0.7,-3,0.2,1,4
CCN(C(=O)COC(=O)COc1ccc(Cl)c(C)c1)C1CCS(=O)(=O)C1 (configuration not stated),-1,-3,-2,-5,-0.3,3,-0.1,-4,2
COC(=O)CNC(=O)C(C)(C)Oc1ccc(Cl)cc1,-1,9,-1,-2,-0.2,-2,0.4,15,1
CSCC(=O)N1CCCC(CNC(=O)c2ccccc2Cl)C1 (configuration not stated),1,-3,8,32,0.4,-1,1.1,-1,1
Cc1c(Cl)cccc1NC(=O)CCCn1cnc([N+](=O)[O-])n1,0,4,-1,-18,-0.1,7,0.0,-1,3
CCc1cccc2sc(N(CCCN3CCOCC3)C(=O)CS(=O)(=O)c3ccccc3)nc12,-7,19,-16,1,-0.1,-4,0.7,-4,6
Cc1ccc(C(=O)Oc2cccc(NC(=O)c3ccco3)c2)cc1S(=O)(=O)N1CCC(C)CC1,-1,-11,-3,-5,0.0,-4,0.8,10,6
O=C(Cn1cc(S(=O)(=O)Cc2ccccc2Cl)c2ccccc21)Nc1cccc(C(F)(F)F)c1,-16,-5,x,5,1.7,2,1.5,9,13
Nc1ccc(N2CCOCC2)c(Cl)c1,-9,2,-12,1,0.5,5,-0.2,-1,2
O=C(Cc1ccccc1)Nc1cccc(NC(=O)c2cccs2)c1,-1,-6,10,0,0.1,-5,-0.9,-3,1
COc1cc(C(=O)N2CCc3ccccc32)c([N+](=O)[O-])cc1OC,-15,12,3,-4,1.7,0,-0.1,-1,6
CCc1oc2ccccc2c1C(=O)c1cc(Br)c(O)c(Br)c1,9,1&3,26&17,-18&-25,1.6&2.0,5&-2,0.7&4.3,-2&-4,10&15

# Assay outcomes as filed in PubChem.
